cardiac RTF act = cardiac RTF calcium sensitivity activators, primary screen, biochemical, IANBD-TnC fluorescence, EC20 calcium. Troponin I, cardiac muscle (Homo sapiens) + Troponin T, cardiac muscle (Homo sapiens) + …. AID 493008, 2010. 0.24% of 340,000 active. activation, % at 7.2 µM. IANBD-labeled TnC RTF fluorescence at EC20 calcium; 0% EC20 calcium, 100% full calcium;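 active = activation above the mean over all tested compounds plus 3 SD, cut at about 30% in these data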;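 also: rise in fluorescence read as greater calcium sensitivity of cardiac thin filaments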
Pemphigus Ab inh = inhibitors of pemphigus antibody binding to DSG3, primary screen, biochemical, bead-based, flow cytometry, scFv-GFP | Desmoglein-3 (Homo sapiens), P32926 | DSG3-coupled beads, scFv-anti-DSG3-GFP binding; hits give low values | binding (percent of control), % at 10 µM | 0.48% of 310,000 active;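 active = binding more than 3 SD below its plate's average and above zero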;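 also: hits lower antibody fragment binding to DSG3; some compounds called inactive have numbers as strong as hits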
Keap1 Nrf2 FP = Keap1-Nrf2 protein-protein interaction inhibitors, primary screen, biochemical, fluorescence polarization, single point; Keap1 Kelch-Nrf2 peptide fluorescence polarization, 1536-well; Kelch-like ECH-associated protein 1 (Homo sapiens), Q14145; AID 504523, 2011; 0.15% of 340,000 active; inhibition, % at 9.4 µM; in the data active = inhibition above about 12%;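 also: human Keap1 Kelch domain with fluorescein labeled Nrf2 9mer peptide probe; 0% = neutral control wells and 100% = peptide positive control; higher means more block of Keap1 binding to Nrf2 peptide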
Target sequence (Q14145 whole entry, looked up, the tested form may be a part): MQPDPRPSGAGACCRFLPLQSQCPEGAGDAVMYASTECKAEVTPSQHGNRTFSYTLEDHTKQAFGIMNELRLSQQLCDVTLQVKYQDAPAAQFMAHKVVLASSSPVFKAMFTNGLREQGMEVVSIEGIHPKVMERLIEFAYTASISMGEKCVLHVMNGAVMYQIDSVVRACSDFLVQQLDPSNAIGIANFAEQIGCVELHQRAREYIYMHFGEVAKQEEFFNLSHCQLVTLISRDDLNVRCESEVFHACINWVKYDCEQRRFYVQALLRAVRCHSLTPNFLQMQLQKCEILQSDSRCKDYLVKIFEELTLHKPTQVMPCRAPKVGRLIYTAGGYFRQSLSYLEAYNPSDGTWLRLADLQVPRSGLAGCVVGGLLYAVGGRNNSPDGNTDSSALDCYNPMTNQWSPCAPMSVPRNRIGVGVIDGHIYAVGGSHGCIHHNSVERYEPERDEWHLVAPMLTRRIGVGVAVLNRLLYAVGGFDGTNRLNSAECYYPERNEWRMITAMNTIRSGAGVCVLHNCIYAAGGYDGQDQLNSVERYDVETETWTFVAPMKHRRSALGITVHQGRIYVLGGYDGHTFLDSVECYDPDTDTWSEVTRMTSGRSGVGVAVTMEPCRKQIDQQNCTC
Arrestin-AP2 inh = inhibitors of beta-arrestin/AP2 binding, primary screen, biochemical, GPCR trafficking, flow cytometry. AID 504490, 2011. inhibition, % at 10 µM. FITC-arrestin peptide / GST-AP2 beads; AP2 beta2 appendage carries R879A mutation. beta-arrestin 1 C-terminal peptide binding to AP2 beta2-adaptin appendage (human). 0.31% of 340,000 active;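 active = inhibition above a set limit, near 3 SD of compounds lacking own fluorescence, cut at about 54% in these data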;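 also: plate controls were DMSO wells for no effect and 5 µM unlabelled arrestin peptide for full effect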
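system = GST-tagged AP2 beta2-adaptin appendage (R879A) on 4 µm glutathione beads | reagent = FITC-labelled arrestin peptide probe, 50 nM final | schedule = compound with beads 12 min RT, then probe 1 h RT | signal = HyperCyt-sampled flow cytometry, FL1 channel, ex 488/em 535 nm | read-out = percent response from loss of bead-bound FITC fluorescence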
LANA DNA inh = inhibitors of KSHV C-LANA binding to DNA, primary screen, biochemical, fluorescence polarization, FAM-LBS DNA, MBP-C-LANA, single point. 0.078% of 340,000 active. AID 504423, 2011. inhibition, % at 9 µM;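 active = highest replicate inhibition at or above 60% at 9 µM, even if other replicates fall short; inactive = all replicates below 60% inhibition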;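 also: 0% = neutral control wells and 100% = 4 µM acridine orange control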
Wnt act = Wnt/beta-catenin pathway activators, primary screen, cell-based, plate reader, single point | 1.2% of 300,000 active | AID 743398, 2014 | activation, % at 9.35 µM | Wnt/beta-catenin reporter cell assay, activator; in the data active = activation above about 30%, passing the limit was not always enough;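 also: 0% = neutral control wells and 100% = positive control wells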
MOR-DOR ag = agonists of OPRM1-OPRD1 heterodimerization, primary screen, cell-based, luminescence; Mu-type opioid receptor (Homo sapiens) + Delta-type opioid receptor (Homo sapiens), …; cells; activation, % at 9.3 µM; 0.3% of 340,000 active; AID 504326, 2011; in the data active = activation above about 18%;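 also: 0% = vehicle-treated cells and 100% = reference agonist; values of inactives mirror those of a sister screen read the other way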
OPRM1-OPRD1 inv = inverse agonists of MOR-DOR heterodimerization, primary screen, cell-based, luminescence; AID 504357, 2011; Mu-type opioid receptor (Homo sapiens) + Delta-type opioid receptor (Homo sapiens), …; cell-based MOR-DOR heterodimer luminescence, inverse agonism; inhibition, % at 9.3 µM; 0.21% of 340,000 active; in the data active = inhibition above about 22%, passing the limit was not always enough;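 also: 0% = cells with DMSO and 100% = wells without cells with DMSO; values of inactives mirror those of a sister screen read the other way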
Cardiac RTF inh = cardiac RTF calcium sensitivity inhibitors, primary screen, biochemical, IANBD-TnC fluorescence, EC70 calcium | IANBD-labeled cardiac RTF, Ca2+ fluorescence | 0.12% of 340,000 active | inhibition, % at 7.15 µM | AID 493244, 2011;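 active = inhibition above the mean inhibition of all tested compounds plus 3 SD, cut at about 17% in these data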;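 also: assay run at fixed EC70 calcium of 1.6 mM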
V-ATPase pH = regulators of yeast V-ATPase proton pumping, primary screen, pHLuorin cytosolic pH fluorescence | S. cerevisiae | response, % at 10 µM | 0.37% of 350,000 active | AID 504577, 2011; in the data active = response mostly above about 7.3%, no sharp cut-off; inactive = mostly below about 5.4%; also: actives read high; inactives centre near 0; some compounds called inactive have numbers as strong as hits; reference of the scale not given here
Active calls of the source: *; . = not tested or not shown.

SMILES	cardiac RTF act	Pemphigus Ab inh	Keap1 Nrf2 FP	Arrestin-AP2 inh	LANA DNA inh	Wnt act	MOR-DOR ag	OPRM1-OPRD1 inv	Cardiac RTF inh	V-ATPase pH
CC(C)OC(=O)Cn1nnc2c(cnn2-c2ccccc2)c1=O	-2.2	108.9	-5.5	19.9	1.7	.	0.1	-0.3	-1.1	-2.3
COc1ccccc1C(=O)Nc1cccc(NC(C)=O)c1	-4.8	97.6	5.2	-2.1	1.6	.	0.2	-1.4	-8.8	-5.1
CN1C(C(=O)NCc2cccc(C(F)(F)F)c2)CC2Cn3c(nc4cc(Cl)c(Cl)cc43)C21 (centres undefined)	1.3	121.6	-3.6	-5.8	-4.4	-2.7	1.5	-8.1	6.5	-5.1
CC1=[N+](C)N(c2ccccc2)C(=O)C1N=Cc1ccccc1Cl (centres undefined)	0.6	102.2	4.2	-0.2	-0.5	-1.5	0.3	-1.9	-7.3	-2.8
CC1(C)CC(=O)C2=C(C1)Nc1nc(SCCN3CCOCC3)[nH]c(=O)c1C2c1cccs1 (centres undefined)	1.8	117.1	-3.5	-0.1	0.7	-3.4	-3.1	14.4	-1.0	-1.7
CC(=O)c1sc(NC(=O)C(C)C)nc1C	-2.7	110.8	-1.7	12.8	0.4	.	-0.4	2.4	-0.8	-1.7
N#CC(C#N)=Cc1cnc(N2CCN(c3ccccc3)CC2)s1	0.0	89.2	1.1	27.1	5.9	3.3	0.8	-3.5	-10.1	-0.4
O=c1cc(N2CCN(c3ccc(F)cc3)CC2)[nH]c(=O)n1C1CCCCC1	14.8	106.9	-4.6	-1.0	0.2	.	-0.8	4.8	-3.8	-5.6
C#CCOCCOCCOCCNc1nc(N2CCN(C(=O)[C@H](CCCCN)n3cc([C@@H](N)CC(C)C)nn3)CC2)nc(N2CCN(C(=O)[C@H](Cc3cc4ccccc4[nH]3)n3cc([C@@H](N)Cc4ccc(O)cc4)nn3)CC2)n1	0.1	108.4	-3.0	-12.9	-10.8	.	-1.6	8.8	-3.8	2.4
COc1ccc(S(=O)(=O)N2CCN(C(=O)c3cc4c(s3)CCCC4)CC2)cc1	-1.5	110.6	-0.5	17.5	0.8	-3.4	-3.1	13.6	2.0	1.1
O=C(OC1CCCCC1=O)c1cccc(S(=O)(=O)N2CCOCC2)c1 (centres undefined)	-0.3	97.1	6.5	2.6	0.8	3.3	-1.9	10.0	-4.0	2.6
CC(NC(=O)c1cccc2ccccc12)c1ccc2c(c1)CCCC2 (centres undefined)	-0.1	103.1	-3.3	-5.6	0.8	.	1.2	-6.7	-0.4	1.2
C=CCn1c(=O)c2ccccc2n2c(SCC(=O)NCc3cccs3)nnc12	1.1	111.3	-0.8	4.1	-1.1	.	1.4	-7.8	-12.6	3.8
CCN(CC)CCC(=O)NC(C)(C)Cc1ccc(O)cc1	-11.3	99.6	-4.1	-3.2	-0.3	0.0	-1.2	7.2	-13.2	-0.6
O=S(=O)(c1ccc2c(c1)N(Cc1ccc(Cl)cc1)C1CCCN21)N1CCOCC1 (centres undefined)	-1.1	.	-3.2	7.5	-0.7	-1.0	-1.7	7.8	2.8	-10.0
COc1ccc(C)cc1S(=O)(=O)NCCc1ccccc1	0.6	96.5	1.7	-5.1	0.3	.	-2.7	13.7	4.7	-1.5
C/[N+]([O-])=C\c1cccc(OCCN2CCN(c3ncc(C(F)(F)F)cc3Cl)CC2)c1	-2.7	88.2	0.6	30.4	0.8	1.7	-3.1	13.9	-0.6	-3.9
CN(CC/C=C1/c2ccccc2CSc2ccccc21)CCCO	-2.2	101.9	-1.5	-6.5	0.9	-0.6	-1.5	7.9	-2.5	0.4
Cc1cc(C)c(NC(=O)COC(=O)Cc2cccs2)c(C)c1	-2.3	91.5	3.6	27.1	1.1	0.0	-0.9	4.8	-7.8	0.0
COc1ccc(C(=O)Nc2ccc(-c3ccc(NC(=O)c4ccc(OC)cc4)c(OC)c3)cc2OC)cc1	-3.3	99.4	-5.5	20.4	1.5	.	-0.2	1.4	6.9	-1.0
CNC(=O)C1CC(=O)N(c2ccc(OCC(=O)Nc3ccccc3)cc2)C1 (centres undefined)	-6.4	99.6	-3.8	7.7	-0.3	1.9	-1.8	9.5	5.5	2.1
Cc1ccc(N/C(N)=N/c2nc(CSc3nnc(N)s3)cc(=O)[nH]2)cc1	-0.8	88.8	-5.2	7.3	-1.2	-2.1	1.8	-9.4	0.1	8.2
Cc1cc2nc(-c3ccc(SCC(=O)N4CCOCC4)nc3)[nH]c2cc1C	-0.5	109.4	-4.6	4.8	1.7	.	0.2	-1.1	-7.2	0.8
Cc1cccc(C)c1NC(=O)/C(=C/c1ccco1)c1ccccc1	13.2	106.8	-1.3	0.9	0.4	.	1.7	-9.6	-9.5	0.1
CC[C@H](C)[C@H]1CNC(=O)C(=O)N1CC1CCN(CCc2ccccc2)CC1	-7.0	107.9	-2.0	-9.2	-0.8	-2.7	-2.9	13.5	-4.8	0.5
CN(C(=O)c1coc(=O)c2ccccc12)c1ccc(Br)cc1	-4.0	105.8	2.4	18.1	-1.6	-2.2	0.2	-1.2	-8.2	0.5
CCCC[C@@H]1CCCO[C@@](C(=O)NCc2ccc(C)o2)(C(F)(F)F)C1	-6.8	103.2	-3.6	28.6	-1.1	0.9	-1.9	11.2	6.5	-2.9
O=C1CCCC(O)=C1Sc1ccccc1C(=O)O	-5.7	98.0	-5.2	74.1*	5.3	-2.8	-0.1	0.7	-3.2	26.6
CN(CC(=O)Nc1cc(Cl)cc(Cl)c1)Cc1cccs1	-6.6	104.5	-6.9	14.4	-0.2	-3.7	3.6	-18.8	6.4	-4.5
O=C(NNC(=S)NCc1ccccc1)c1ccc(Br)cc1	7.0	.	1.8	18.4	-1.2	-1.9	0.1	-0.3	-14.0	-0.3
O=C(CSc1nnc2scc(-c3ccccc3)n12)NCc1ccc2c(c1)OCO2	-0.7	.	-0.7	-2.2	-0.5	.	-1.2	6.0	-6.4	-2.1
COc1ccc(C(=O)C2CCCN(C(=O)c3ccc(F)cc3)C2)cc1OC (centres undefined)	-6.0	99.2	-1.2	-21.2	0.8	1.0	-0.7	4.9	-9.2	1.0
Cc1cc(C(=O)c2ccccc2)cc(C)c1O	7.8	.	-1.2	7.6	1.8	-5.9	-2.8	13.5	-12.2	-2.1
CCOC(=O)C1(Cc2ccc(OC)cc2)CCN(C(=O)CC2CCC(=O)N2)CC1 (centres undefined)	2.8	111.9	-0.5	3.0	-0.2	1.5	-1.6	8.3	2.8	-3.9
O=C1c2ccncc2C(=O)N1CO	-7.2	99.2	-6.7	1.4	0.3	.	-2.0	9.9	5.0	-0.1
O=C(NCCCO)/C(=C\C=C\c1ccccc1)NC(=O)c1ccccc1Cl	-0.5	106.8	-0.3	32.6	2.1	-2.4	-1.2	6.5	-11.0	-1.9
CCN1CCN(CCCNC(=O)CCCn2nc(C)c3sc4ccccc4c3c2=O)CC1	3.5	.	-4.9	-13.8	-1.6	-1.3	-2.0	10.8	-0.6	-4.2
CC(C)(C)NC(=O)c1ccc(COCC(F)(F)F)o1	0.2	93.8	0.4	19.8	0.0	-1.2	-1.8	10.2	-1.6	1.4
CSCC[C@H](NC(=O)[C@@H]1Cc2ccccc2CN1)C(=O)NC1CCCC1	0.1	.	-6.1	-4.0	0.1	0.2	-1.1	5.6	-3.4	1.8
CC(C)(O)C#Cc1ccc(CN2CCN(C3CCCC3)C(CCO)C2)cc1 (centres undefined)	-2.8	100.9	2.6	-20.0	2.4	12.0	-1.5	8.0	9.7	-1.6
O=S1(=O)CC/C(=N\Nc2ccccc2)c2ccsc21	4.9	104.2	-5.1	30.1	-3.4	0.5	0.3	-1.8	-10.8	-1.2
O=C(CC12CC3CC(CC(C3)C1)C2)NC(=S)Nc1ccc(CN2CCOCC2)cc1	-0.9	101.3	-1.1	-0.8	1.1	-2.9	2.7	-14.9	-5.9	0.6
O=C(COc1ccc(Br)cc1)OCC(=O)N1CCOCC1	2.4	.	-2.3	-2.9	0.7	0.1	-2.5	9.7	-7.7	-1.2
COC(=O)c1cc2ccsc2n1CC(=O)N(C)c1ccccc1	3.5	98.8	-2.1	1.4	-0.2	1.6	-2.6	15.0	-21.4	4.3
O=[N+]([O-])c1ccc(Cl)c(C[n+]2cccc3ccccc32)c1	1.2	122.0	-11.9	1.6	-2.5	0.7	0.4	-2.0	-8.1	2.8
C[C@]12c3[nH]c4ccccc4c3CCN1C(=O)C(CC(=O)NCc1cccc(C(F)(F)F)c1)C[C@@H]2C(=O)N1CCCCC1 (some centres undefined)	-7.6	95.4	2.5	10.9	0.5	-4.5	2.4	-11.4	-9.8	1.7
Cc1ccc(NC(=O)C2CCCN2S(=O)(=O)c2ccc3c(c2)CCC(=O)N3)cc1Cl (centres undefined)	6.9	108.4	0.0	4.3	-1.4	-1.8	-2.2	11.4	-6.8	0.6

Complete entries, quoted from the list. Order of values: cardiac RTF act	Pemphigus Ab inh	Keap1 Nrf2 FP	Arrestin-AP2 inh	LANA DNA inh	Wnt act	MOR-DOR ag	OPRM1-OPRD1 inv	Cardiac RTF inh	V-ATPase pH
`CSCC[C@H](NC(=O)[C@@H]1Cc2ccccc2CN1)C(=O)NC1CCCC1` is listed with 0.1	.	-6.1	-4.0	0.1	0.2	-1.1	5.6	-3.4	1.8
`O=C1c2ccncc2C(=O)N1CO` is listed with -7.2	99.2	-6.7	1.4	0.3	.	-2.0	9.9	5.0	-0.1
`O=C(NCCCO)/C(=C\C=C\c1ccccc1)NC(=O)c1ccccc1Cl` is listed with -0.5	106.8	-0.3	32.6	2.1	-2.4	-1.2	6.5	-11.0	-1.9
`CCN1CCN(CCCNC(=O)CCCn2nc(C)c3sc4ccccc4c3c2=O)CC1` is listed with 3.5	.	-4.9	-13.8	-1.6	-1.3	-2.0	10.8	-0.6	-4.2
`CC(C)(C)NC(=O)c1ccc(COCC(F)(F)F)o1` is listed with 0.2	93.8	0.4	19.8	0.0	-1.2	-1.8	10.2	-1.6	1.4

Assay outcomes as filed in PubChem BioAssay.
